# Assay outcomes as filed in PubChem BioAssay.
# TDP1 inh = TDP1 (human) enzyme inhibition; recombinant TDP1, AlphaScreen DNA substrate cleavage; Potency, µM (series often up to 130 µM), without a hit: at the top dose activity change, negative = inhibition, actives largely listed as inhibitors; actives 0.28% (n = 350,000); AID 485290; further: nearly all actives have a fitted effect of over 40% in size
# Target sequence (Q9NUW8 whole entry, looked up): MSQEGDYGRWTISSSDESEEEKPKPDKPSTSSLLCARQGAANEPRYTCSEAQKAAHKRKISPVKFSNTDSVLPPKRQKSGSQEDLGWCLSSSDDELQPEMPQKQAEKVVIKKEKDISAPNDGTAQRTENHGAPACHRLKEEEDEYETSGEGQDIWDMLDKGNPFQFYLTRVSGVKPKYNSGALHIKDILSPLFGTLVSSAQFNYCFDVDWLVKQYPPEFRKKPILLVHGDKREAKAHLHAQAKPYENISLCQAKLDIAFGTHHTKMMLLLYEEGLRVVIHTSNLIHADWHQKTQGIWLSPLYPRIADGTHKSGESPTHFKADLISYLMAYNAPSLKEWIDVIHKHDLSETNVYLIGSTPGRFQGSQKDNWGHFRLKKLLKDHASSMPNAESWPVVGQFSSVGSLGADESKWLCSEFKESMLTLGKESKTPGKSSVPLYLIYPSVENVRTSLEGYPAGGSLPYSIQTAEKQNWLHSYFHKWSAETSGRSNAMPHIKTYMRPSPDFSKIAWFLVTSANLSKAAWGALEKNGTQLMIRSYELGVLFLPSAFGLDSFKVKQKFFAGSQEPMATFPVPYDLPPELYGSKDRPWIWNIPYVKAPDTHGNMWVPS
#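 E. coli-derived human Tdp1, 1 nM final. Cpd preinc 15 min RT; substrate 15 nM final, 5 min RT; AS bead mix 10 ug/ml final, 10 min RT. Signal loss = tyrosine-FITC cleavage. No-enzyme wells = max signal.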
# TDP1 cell noCPT = qHTS for Inhibitors of human tyrosyl-DNA phosphodiesterase 1 (TDP1): qHTS in cells in absence of CPT; DT40 Tdp1-/- hTDP1 cells, no CPT, ATP luminescence, 48 h; Potency, µM (highest dose often 46.2 µM), for the others: at the top dose activity change, negative = growth inhibition, usual class: inhibitors; actives 15% (n = 420,000); AID 686978, 2013; further: nearly all actives have a fitted effect of over 55% in size
#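 No-CPT arm: Tdp1-/-;hTDP1 DT40 cells (400/well) plus compounds, incubated ≥48 hr at 37 °C. Readout CellTiter-Glo luminescence.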
# TDP1 cell CPT = DT40-hTDP1 cell growth loss with CPT | actives 12% (n = 420,000) | chicken DT40 Tdp1-/-;hTDP1 cells + 20 nM CPT, ATP luminescence, 48 h | Potency, µM (highest dose often 46.2 µM), for inactives: top-dose activity change, negative = growth inhibition, most hits filed as inhibitors; further: nearly all actives have a fitted effect of over 55% in size
#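 Chicken DT40 Tdp1-/- cells complemented with human TDP1, 400 cells/well, exposed to compounds plus 20 nM camptothecin for at least 48 h at 37 C; viability read as ATP content by CellTiter-Glo luminescence.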
# An asterisk follows results filed as active; u = inconclusive; x = not tested or not shown; & = joins results of further samples; [ ] = dose if it differs, or a comment. The call rests on the fitted dose curve; in most records, active means well fitted curve in the direction sought with a large enough effect; inconclusive means small, poorly fitted or top-dose-only effect, or another doubt; inactive means no such curve, though single readings can be large; an effect the other way counts as inactive or inconclusive. On the % scale 0 is the no-effect control and ±100 the full control effect; potency means the concentration at half of the fitted maximal effect. No enrichment for hits. About 18% of those tested had a hit in this group.
cpd | mol | TDP1 inh | TDP1 cell CPT | TDP1 cell noCPT
1 | COc1ccc(C(CNc2ncnc3sc(C)c(C)c23)N(C)C)cc1 (stereo not drawn) | x | u | 23µM*
2 | CC(=S)/C=C1\Sc2ccccc2N1C | 5% | 15µM* | 23µM*
3 | O=C(O)c1ccc(N2C(=O)C3C4c5ccccc5C(Br)(c5ccccc54)C3C2=O)cc1 (stereo not drawn) | 3% | 31%[activator] | -16%
4 | N#CC1=C(SCc2ccccc2)NC(=O)CC1c1cccc(O)c1 (stereo not drawn) | 4% | -13% | -8%
5 | c1ccc(C[C@H]2CNCCN2CC2CCCCC2)cc1 | -6% | u | 16µM*
6 | CN(CCc1ccccc1)C(=O)c1cccc(NC(=O)Cc2cccc(NC(=O)C3CCN(C(=O)C4CCCCC4)CC3)c2)c1 | x | u | u
7 | COc1ccc(NC(=S)NN2CCN(C)CC2)cc1OC | 4% | -1% | 3%
8 | COc1cc(NC(=O)Cn2nnc(-c3ccncc3)n2)cc(OC)c1 | 8% | u | u
9 | Cn1cccc1/C=C1\SC(=O)N(c2ccccc2)C1=O | -1% | -13% | u
10 | CN(Cc1ccccc1)C(=O)Cn1c(=O)c2cccn2c2cccnc21 | 4% | -26% | u
11 | CC1OC(c2ccccc2)OC2COC(c3ccccc3)OC12 (stereo not drawn) | x | 16% | 11%
12 | CCOC(=O)C1CCN(C(=O)c2cc3c(s2)-c2ccccc2OC3)CC1 | x | 15µM* | u
13 | O=C(NCc1ccco1)c1nc2ccccc2s1 | 3% | -19% | -17%
14 | CC1(C(=O)N2CC3(CC(c4ccccc4)=NO3)C[C@H]2C(=O)NCC(N)=O)CC1 (stereo partly drawn) | -4% | -5% | -6%
15 | Cn1nc(C(F)(F)F)c(-c2ccccc2)c1NC(=O)c1ccco1 | 9% | -5% | -28%
16 | CCOc1cc(C2CC(=O)Nc3nc(SCc4ccccc4)[nH]c(=O)c32)ccc1O (stereo not drawn) | 5% | u | u
17 | COc1ccc(S(=O)(=O)Nc2nnc(Cc3ccc(OC)c(OC)c3)s2)cc1 | -1% | 4% | 1%
18 | O=C1CC(N2CCN(Cc3ccccc3)CC2)C(=O)N1 (stereo not drawn) | -2% | -2% | 4%
19 | O=C(Nc1ccc(-c2cnco2)cc1)c1ccc(Cl)cc1 | 0% | 9% | -6%
20 | CCO/C(C)=N/Oc1cc(OC)cc(OC)c1 | x | -16% | -9%

# A draw from above in order of formula weight, lowest first:
cpd | mol | TDP1 inh | TDP1 cell CPT | TDP1 cell noCPT
11 | CC1OC(c2ccccc2)OC2COC(c3ccccc3)OC12 (stereo not drawn) | x | 16% | 11%
15 | Cn1nc(C(F)(F)F)c(-c2ccccc2)c1NC(=O)c1ccco1 | 9% | -5% | -28%
17 | COc1ccc(S(=O)(=O)Nc2nnc(Cc3ccc(OC)c(OC)c3)s2)cc1 | -1% | 4% | 1%

# Going on with the list:
cpd | mol | TDP1 inh | TDP1 cell CPT | TDP1 cell noCPT
21 | O=C(Nc1ccccc1N1CCOCC1)c1cc(-c2ccco2)nc2ccccc12 | -2% | 21µM* | 21µM*
22 | O=C(COC(=O)c1cc[n+]([O-])cc1)Nc1ccc(F)c([N+](=O)[O-])c1 | 3% | -1% | -29%
23 | COCCCn1c(SCC(=O)c2ccccc2)nc2ccccc2c1=O | 4% | u | 23µM*
24 | O=S(=O)(NC1CC(NS(=O)(=O)OCC(Cl)(Cl)Cl)C2CCCCC12)OCC(Cl)(Cl)Cl (stereo not drawn) | x | 15µM* | 15µM*
25 | CC(NC(=O)COC(=O)C1=NN(c2ccccc2)C(=O)CC1)c1ccccc1 (stereo not drawn) | -4% | -14% | -9%
26 | CCn1nnc(NC(=O)c2cccc(-c3cc4ccccc4oc3=O)c2)n1 | 0% | -13% | u
27 | CC(=O)C1CCC2C3CCC4=CC(=O)CC[C@]4(C)[C@@]3(F)C(O)C[C@]12C (stereo partly drawn) | 5% | 14% | u
28 | CC1(C)CC(=O)C(C=NCCc2ccc(O)cc2)=C(O)C1 | 6% | -26% | -11%
29 | O=C(CSc1nnc(CNC(=O)c2c(F)cccc2F)o1)NCc1ccco1 | 50µM* | 12% | 1%
30 | O=C1NC(Cc2ccc(O)cc2)c2nc3ccc(Br)cc3c(=O)n2-c2ncccc21 (stereo not drawn) | x | -14% | u
31 | Cc1c(NC(=O)CN2CCN(c3ccc([N+](=O)[O-])cc3)CC2)c(=O)n(-c2ccccc2)n1C | 2% | 3% | u
32 | CC(=O)Nc1ccc(Oc2ccc(NC(C)=O)c(NC(C)=O)c2)cc1 | -5% | 1% | -1%
33 | Cc1ccc(CNC(=O)c2ccc(-c3nc(CS(=O)(=O)c4ccc(C)cc4)c(C)o3)cc2)cc1 | -3% | 13µM* | 7.3µM*
34 | COc1ccc(NC(=O)c2oc3ccccc3c2NC(=O)C2CCCO2)cc1OC (stereo not drawn) | 1% | u | 18µM*
35 | COC(=O)c1ccccc1-n1cccc1C(=O)NP(=O)(N1CCOCC1)N1CCOCC1 | 3% | 14% | -1%
36 | C/C(=N\N=C(N)N)c1ccc(C)c(C)c1 | 6% | 18µM* | u
37 | CC1(Cc2ccccc2C#N)C(=O)Nc2ccc(-c3ccc4[nH]ccc4c3)cc21 (stereo not drawn) | x | 1.5µM* | 4.1µM*
38 | Cc1ccccc1NC(=O)CC1C(=O)Nc2ccccc2N1CC(=O)N(C)C1CCS(=O)(=O)C1 (stereo not drawn) | 1% | -25% | 0%
39 | CCO[C@H]1OC(C(=O)NCc2ccccc2)=C[C@@H](c2coc3ccccc3c2=O)[C@@H]1CCCO | 3% | 23µM* | 9.2µM*
40 | CCCCn1c(SCc2ccccc2C)nc2ccsc2c1=O | -1% | u | u
41 | CC1CN(c2ccc([N+](=O)[O-])c(NCCOc3ccccc3)c2)CCN1 (stereo not drawn) | 11% | u | u
42 | CN1C(=O)C(/C(N)=N/NC(=O)c2ccccc2)C2CC1(C)Oc1ccccc12 (stereo not drawn) | 3% | -14% | 20%
43 | Cc1ccc(S(=O)(=O)N2CCCCC2)cc1C(=O)OC1CCCCC1=O (stereo not drawn) | -10%[0.505 µM] | -24% | -25%
44 | O=C(NCC1(c2ccccc2)CCCC1)c1ccco1 | 3% | -65% | 15µM*
45 | CC(=O)Nc1cccc(/C(C)=N/NC(=O)c2ccc(Cl)cc2Cl)c1 | 3% | u | -12%
46 | CC(C)(C)c1ccc(COC(=O)Nc2ccc(F)cc2)cc1 | 5% | -13% | -18%
47 | CCOC(=O)CNC(=O)N1CCCC(C(=O)c2ccccc2SC)C1 (stereo not drawn) | 6% | 13% | -21%
48 | CCC(CC)c1nnc(NC(=O)C2CC(=O)N(c3ccc4c(c3)OCCO4)C2)s1 (stereo not drawn) | -3% | -11% | u
49 | NC(=O)c1csc(-c2ccc(CO)o2)n1 | x | 7% | -16%
50 | COC(=O)c1cccc(C(=O)Nc2ccc(C)cc2Br)n1 | 3% | -6% | u
51 | CCCc1nc2ccc(C(=O)OC)cn2c1Cc1ccc(C)cc1 | x | 18µM* | 23µM*
52 | CCn1c(C(O)c2cc(OC)c(OC)c(OC)c2)nc2ccccc21 (stereo not drawn) | x | u | u
53 | Cc1cc(C)n2ncc(C(=O)Nc3cccc(O)c3)c2n1 | 5% | -6% | -17%
54 | COc1ccc(O)c(C(=O)c2cnc3nc4ccccc4n3c2)c1 | 3% | 15µM* | 21µM*
55 | CN(C)c1nc2ccc(OCCN3CCCCC3)cc2s1 | 2% | 3% | -14%
56 | OC(c1cccc(F)c1)c1ncc(-c2ccc(C(F)(F)F)cc2)[nH]1 (stereo not drawn) | x | u | 16µM*
57 | CCSc1nc(-c2ccccc2F)nc2c1Cc1c(CO)cnc(C)c1O2 | 5% | -14% | -25%
58 | CCOC(=O)C1CCCN(C(=O)COC(=O)c2ccc(C#N)cc2)C1 (stereo not drawn) | 0% | 18% | -5%
59 | CCOC(=O)C(C)Oc1ccc(OCc2ccccc2)cc1 (stereo not drawn) | -3% | 3% | -1%
60 | Cc1ccc2c([N+](=O)[O-])c(C)ccc2n1 | 0% | 4% | 5%
61 | Cc1ccc(N(CC(=O)N2CCN(c3cccc(C)c3C)CC2)S(=O)(=O)c2c(C)nn(C)c2C)cc1 | 7% | 8.2µM* | 9.2µM*
62 | C[C@@]1(C2CCCC2)Cc2cc(OCC(=O)O)c(Cl)c(Cl)c2C1=O | -4%[56.1 µM] | -12% | -8%
63 | Clc1ccc(-c2cnnc(-c3ccccn3)n2)cc1 | 4% | u | u
64 | COc1cc(NC(=O)N2CCc3c(sc4c3CCCC4)C2c2ccccc2)cc(OC)c1OC (stereo not drawn) | 1% | 10µM* | 21µM*
65 | COc1ccc(OC)c(C2C(C(=O)c3ccccc3)=C(C)Nc3nc4ccccc4n32)c1 (stereo not drawn) | 7% | -22% | u
66 | O=C(Nc1ccc2nccnc2c1)Nc1ccccc1Cl | x | 18µM* | 15µM*
67 | COc1ccc(Cl)c(OC)c1C(=O)NC(=O)Nc1c(F)cc(F)cc1F | x | 6% | -22%
68 | O=C(Cc1ccccc1)NCC(=O)N1CCCCC1 | 8% | 11% | -4%
69 | Cc1ccc(C)c(N2CCN(C(=O)c3cc4ccccn4n3)CC2)c1 | -8% | u | 23µM*
70 | CCOC(=O)C1CCN(c2nc(-c3ccc(Br)cc3)nc3ccccc23)CC1 | -5%&8% | 5.8µM* | 4.1µM*

# Sorted by length of the SMILES (lowest first): 19 of the compounds above.
cpd | mol | TDP1 inh | TDP1 cell CPT | TDP1 cell noCPT
49 | NC(=O)c1csc(-c2ccc(CO)o2)n1 | x | 7% | -16%
68 | O=C(Cc1ccccc1)NCC(=O)N1CCCCC1 | 8% | 11% | -4%
66 | O=C(Nc1ccc2nccnc2c1)Nc1ccccc1Cl | x | 18µM* | 15µM*
63 | Clc1ccc(-c2cnnc(-c3ccccn3)n2)cc1 | 4% | u | u
59 | CCOC(=O)C(C)Oc1ccc(OCc2ccccc2)cc1 (stereo not drawn) | -3% | 3% | -1%
53 | Cc1cc(C)n2ncc(C(=O)Nc3cccc(O)c3)c2n1 | 5% | -6% | -17%
51 | CCCc1nc2ccc(C(=O)OC)cn2c1Cc1ccc(C)cc1 | x | 18µM* | 23µM*
54 | COc1ccc(O)c(C(=O)c2cnc3nc4ccccc4n3c2)c1 | 3% | 15µM* | 21µM*
47 | CCOC(=O)CNC(=O)N1CCCC(C(=O)c2ccccc2SC)C1 (stereo not drawn) | 6% | 13% | -21%
52 | CCn1c(C(O)c2cc(OC)c(OC)c(OC)c2)nc2ccccc21 (stereo not drawn) | x | u | u
69 | Cc1ccc(C)c(N2CCN(C(=O)c3cc4ccccn4n3)CC2)c1 | -8% | u | 23µM*
58 | CCOC(=O)C1CCCN(C(=O)COC(=O)c2ccc(C#N)cc2)C1 (stereo not drawn) | 0% | 18% | -5%
67 | COc1ccc(Cl)c(OC)c1C(=O)NC(=O)Nc1c(F)cc(F)cc1F | x | 6% | -22%
56 | OC(c1cccc(F)c1)c1ncc(-c2ccc(C(F)(F)F)cc2)[nH]1 (stereo not drawn) | x | u | 16µM*
70 | CCOC(=O)C1CCN(c2nc(-c3ccc(Br)cc3)nc3ccccc23)CC1 | -5%&8% | 5.8µM* | 4.1µM*
48 | CCC(CC)c1nnc(NC(=O)C2CC(=O)N(c3ccc4c(c3)OCCO4)C2)s1 (stereo not drawn) | -3% | -11% | u
64 | COc1cc(NC(=O)N2CCc3c(sc4c3CCCC4)C2c2ccccc2)cc(OC)c1OC (stereo not drawn) | 1% | 10µM* | 21µM*
65 | COc1ccc(OC)c(C2C(C(=O)c3ccccc3)=C(C)Nc3nc4ccccc4n32)c1 (stereo not drawn) | 7% | -22% | u
61 | Cc1ccc(N(CC(=O)N2CCN(c3cccc(C)c3C)CC2)S(=O)(=O)c2c(C)nn(C)c2C)cc1 | 7% | 8.2µM* | 9.2µM*

# The results go on.
cpd | mol | TDP1 inh | TDP1 cell CPT | TDP1 cell noCPT
71 | Cn1c(SCC(=O)NCCc2ccc(S(N)(=O)=O)cc2)nc2ccccc2c1=O | 5% | -3% | -7%
72 | CC(C)C(=O)Nc1ccc(C(=O)N2CCCCCC2)cc1 | 3% | -6% | 20%
73 | CCOC(=O)c1ccc(Nc2nc(C(=O)OCC)nc3ccccc23)cc1 | 9%&-1% | 5.8µM* | 2.6µM*
74 | Cn1c(SCC(=O)Nc2ccccc2Br)nnc1-c1cnccn1 | 2% | -2% | 18%
75 | COc1cc(-c2nnc(NC(=O)CS(=O)(=O)c3ccc(Cl)cc3)o2)cc(OC)c1OC | x | -1% | 4%
76 | O=C1NCC(Nc2ccccc2)C(=O)N1 (stereo not drawn) | x | 19% | 12%
77 | Cc1ccc(C)c(NC(=O)CCC(=O)N/N=C/c2cccnc2)c1 | 0% | -12% | 18%
78 | O=C(Nc1cccc(F)c1)/C(=C\c1ccco1)NC(=O)c1cccs1 | -2% | -29% | u
